IL-2 act: activators of IL-2 | IL-2 activation reporter assay, cell-based qHTS; stimulated with anti-CD3/CD4/CD28 beads; in transgenic mouse T cells | activation, % (series mostly up to about 46 µM) | 360,000 compounds, 0.065% hits | AID 652025; in the data active means activation above about 50%; inconclusive means mostly about 30% to 49%; further: 0% is about no effect
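Unstimulated transgenic mouse T cells; 60-min compound exposure; bead-based TCR/CD4/CD28 stimulation; 18 h culture, 37 degrees C; dual fluorescence (EGFP, DsRed) plate cytometry.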
GLP-1R inv ag: GLP-1 receptor (human) inverse agonism | P43220 | HEK293 GLP-1R CRE-luciferase, luminescence, 24 h; GLP-1R form is constitutively active | Potency, µM (top dose mostly 38.3 µM), without a hit: at the highest dose activity change, negative = inhibition, actives largely listed as inhibitors | 410,000 compounds, 1.6% hits | AID 624417; further: potency means the concentration at half of the fitted maximal effect; on the % scale 0 is the no-effect control and ±100 the full control effect; nearly all actives have a fitted effect of over 55% in size
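HEK293 cells stably co-expressing a cAMP-responsive luciferase reporter and constitutively active GLP-1R were seeded, incubated 12 h, then exposed to compounds for 24 h at 37 C. Luminescence was read 12 min after detection reagent; inverse agonists lower signal.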
WRN helicase inh: inhibitors of human WRN helicase. Q14191. WRN helicase unwinding, fluorescent forked duplex, kinetic. Potency, µM (top dose mostly 114 µM), for the others: at the top dose activity change, negative = inhibition, hits mostly inhibitors. 360,000 compounds, 0.46% hits; further: potency means the concentration at half of the fitted maximal effect; on the % scale 0 is the no-effect control and ±100 the full control effect; nearly all actives have a fitted effect of over 55% in size
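WRN at 20 nM final preincubated with compound 15 min at room temperature; reaction started with 100 nM fluorophore/quencher forked duplex oligonucleotide and 2 mM ATP final. Unwinding followed kinetically by red fluorescence (ex 525, em 598 nm).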
PI5P4Ka inh: PI5P4K alpha (human) kinase inhibition. 330,000 compounds, 1.2% hits. AID 652105. max response, %. PI5P4Kalpha enzyme, ADP-Glo luminescence, 60 min; stronger effect = lower value. P48426; active means max response of -50% or lower; inconclusive means between -30% and -50%; inactive means -30% or higher; further: value at the top dose of about 77 µM; on the % scale 0 is the no-effect control and ±100 the full control effect
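Enzyme plus substrate dispensed, test compounds pinned in, then ATP (5 microM final) added. After 60 min at RT, ADP-Glo reagent 1 for 45 min and reagent 2 for 30 min preceded luminescence imaging.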
DRD3 agonist: activates the human D3 dopamine receptor; max activation, %; AID 652048; D3R DiscoveRx beta-arrestin cells, luminescence, 90 min; 410,000 compounds, 0.58% hits; in the data active means max activation above about 30%; further: 0% is about no effect; mostly tested at two doses, the higher about 12 µM
Target sequence (P35462 whole entry, looked up): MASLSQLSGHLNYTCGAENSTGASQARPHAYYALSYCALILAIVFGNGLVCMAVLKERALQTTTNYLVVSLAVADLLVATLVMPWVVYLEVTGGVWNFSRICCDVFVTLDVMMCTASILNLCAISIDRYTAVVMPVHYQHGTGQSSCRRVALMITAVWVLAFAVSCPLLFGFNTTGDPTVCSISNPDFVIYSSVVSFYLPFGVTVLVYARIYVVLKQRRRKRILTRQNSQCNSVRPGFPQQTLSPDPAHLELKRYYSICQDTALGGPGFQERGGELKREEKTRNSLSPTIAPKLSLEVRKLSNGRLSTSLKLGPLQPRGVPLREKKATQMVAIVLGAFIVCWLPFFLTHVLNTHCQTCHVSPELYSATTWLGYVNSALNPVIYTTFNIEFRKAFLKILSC
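Agonist-mode cell screen: cells plated at 1500/well and incubated overnight at 37 °C, then exposed to library compounds for 90 min at 37 °C. Detection reagent was added for 30–60 min at room temperature, and luminescence was read.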
PLK1 PBD block: inhibitors of human PLK1 polo-box domain binding. Potency, µM, for the others: max response, negative = inhibition, hits mostly inhibitors. 360,000 compounds, 2.8% hits. AID 720504. Plk1 PBD binding of FITC phosphopeptide, fluorescence polarization; further: potency means the concentration at half of the fitted maximal effect; series mostly up to about 57 µM; on the % scale 0 is the no-effect control and ±100 the full control effect; nearly all actives have a fitted effect of over 65% in size
Target sequence (P53350 whole entry, looked up, the tested form may be a part): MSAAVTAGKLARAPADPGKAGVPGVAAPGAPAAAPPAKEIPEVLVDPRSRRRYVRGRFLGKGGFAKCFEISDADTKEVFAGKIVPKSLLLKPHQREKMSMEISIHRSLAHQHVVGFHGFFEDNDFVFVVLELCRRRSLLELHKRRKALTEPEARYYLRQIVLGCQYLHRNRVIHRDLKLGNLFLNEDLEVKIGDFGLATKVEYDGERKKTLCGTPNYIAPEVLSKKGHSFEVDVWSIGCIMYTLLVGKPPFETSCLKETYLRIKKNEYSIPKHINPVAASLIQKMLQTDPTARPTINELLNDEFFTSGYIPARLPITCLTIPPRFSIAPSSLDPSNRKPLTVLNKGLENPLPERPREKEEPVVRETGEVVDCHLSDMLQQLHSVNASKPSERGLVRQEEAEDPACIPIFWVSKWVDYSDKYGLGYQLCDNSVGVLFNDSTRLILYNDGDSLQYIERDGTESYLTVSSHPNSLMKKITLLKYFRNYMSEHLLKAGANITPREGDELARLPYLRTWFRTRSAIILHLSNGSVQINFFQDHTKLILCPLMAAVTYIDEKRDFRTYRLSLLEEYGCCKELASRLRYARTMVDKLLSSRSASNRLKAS
HEK293 tox: cytotoxic in the GLP-1 receptor inverse agonist counter-screen | HEK293 cAMP-luciferase reporter cells, luminescence, 24 h | Potency, µM (doses to about 38.3 µM), for the others: top-dose activity change, negative = inhibition, actives largely listed as inhibitors | 410,000 compounds, 0.13% hits | AID 624418;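 further: loss of luciferase light is scored as toxicity; potency means the concentration at half of the fitted maximal effect; on the % scale 0 is the no-effect control and ±100 the full control effect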
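Compound-treated cells are incubated 24 hr at 37 deg C under 5% CO2 after a 12 hour attachment period, then luciferase detection reagent is added and luminescence is measured following 12 min at room temperature; lowered signal indicates toxicity.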
D3 antag: D3 dopamine receptor (human) antagonism; P35462; D3R cells, DiscoveRx beta-arrestin luminescence, antagonist mode; stronger effect = lower value; max response, negative = inhibition, %; 360,000 compounds, 2.5% hits; AID 652054; in the data active means max response below about -50%; inconclusive means no clear call, values can overlap the other calls; further: on the % scale 0 is the no-effect control and ±100 the full control effect; mostly tested at two doses, the higher about 12 µM
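Cells plated overnight at 1500 cells/well, then exposed to library compounds with dopamine controls for 90 minutes at 37 degrees C. DiscoveRx reagent added for 30–60 minutes at room temperature; luminescence read, quantitative HTS format.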
GLP1R ag: GLP-1 receptor (human) agonism; P43220; HEK293 GLP-1R CRE-luciferase, luminescence, 4-6 h; cells express a hypersensitive GLP-1R form; Potency, µM (highest dose often 45.6 µM), inactives show at the highest dose activation, usual class: activators; 380,000 compounds, 0.007% hits; further: potency means the concentration at half of the fitted maximal effect; % of control where 0% means no effect
Numbers without * were called inactive; ? = inconclusive; / = not tested or not shown; [ ] = another dose, or the depositor's remark. Unless noted, the call rests on the fitted dose curve; in most records, active means well fitted curve in the direction sought with a large enough effect; inconclusive means small, poorly fitted or top-dose-only effect, or another doubt; inactive means no such curve, though single readings can be large; an effect the other way counts as inactive or inconclusive.

SMILES	IL-2 act	GLP-1R inv ag	WRN helicase inh	PI5P4Ka inh	DRD3 agonist	PLK1 PBD block	HEK293 tox	D3 antag	GLP1R ag
Cc1c(NC2=CC(=O)CC(C)(C)C2)c(=O)n(-c2ccccc2)n1C	2.6	2%	-2%	-2	-12	1%	4%	9	-1%
COc1ccccc1C(=O)NCc1nnc(SC(C)C(=O)Nc2nccs2)n1C (centres undefined)	-2.1	17%	1%	0	9	-7%	-5%	1	0%
CCCCOC(=O)Nc1nc2ccc([N+](=O)[O-])cc2s1	1.7	58%[activator]	13%[57.1 µM]	-7	3	-9%	17%	5	2%
Cc1cccc(NC(=S)Nc2ccc3cn[nH]c3c2)c1	-4.7	0%	-28%	-13	-20	?	-4%	-7	1%
O=C(CCSCCc1ccccn1)Nc1ccc(Br)cn1	-0.1	-2%	-12%	/	2	-3%	-15%	7	5%
COc1ccc(NC2=NCCC2)cc1	-0.7	-38%	1%	-3	-6	-1%	0%	0	24%
COc1ccc(C(=O)Nn2c(C)nc3ccccc3c2=O)cc1	0.5	-12%	2%	5	1	-8%	-9%	7	-6%
CCN(CC)C(=O)c1csc([C@@H]2O[C@H](CO)[C@H](O)[C@H](O)[C@H]2O)n1	0.2	21%	-3%[57.1 µM]	0	4	0%	-2%	20	1%
Cc1cccc(C(C)C)c1NC(=O)COC(=O)COc1ccc2c(C)cc(=O)oc2c1	-1.7	26%	-5%	6	-7	1%	17%	4	1%
COc1cc(/C=N/NC(=O)COc2c(C)cc([N+](=O)[O-])cc2C)ccc1OC(=O)c1ccccc1Br	-0.8	?	-12%	-10	-4	40%[activator]	-22%	-14	-2%
NC(=O)CC[C@@H]1NC(=O)[C@@H]2CCCN2C(=O)c2cc([N+](=O)[O-])cc(I)c2NCCCC[C@@H](C(=O)NC(CC(=O)O)C(N)=O)NC1=O (some centres undefined)	-0.3	10%	7%	3	-6	-5%	-18%	-10	2%
Cc1ccc(NC(=O)CSCC(=O)NC2(C)CCS(=O)(=O)C2)cc1 (centres undefined)	-0.1	8%	-1%	1	-4	7%	8%	1	-7%
COc1ccc(C2/C=C\CN(C(=O)NC(C)C)CC(=O)N2Cc2ccc(F)cc2)cc1 (centres undefined)	0.4	-2%	-2%	0	0	-5%	-4%	0	-6%
CCOC(=O)N1CCN(CC(O)COC(CC)c2ccccc2)CC1 (centres undefined)	-2.0	-28%	-28%[57.1 µM]	0	-12	-10%	-13%	-6	7%
CCOC(=O)C1(Cc2cccc(OC)c2)CCCN(CCO)C1 (centres undefined)	0.2	-16%	-2%	0	0	-3%	7%	8	6%
CCN(C(=O)CSc1nc2ccccc2[nH]1)C1CCS(=O)(=O)C1 (centres undefined)	0.7	6%	3%	3	2	5%	4%	27	-2%
O=C(NC1CCN(Cc2ccccc2)CC1)c1ccccc1F	-5.0	3%	-9%[57.1 µM]	/	-35	-8%	-25%	-72*	-1%
COCCN(CCOC)c1ncc(Cl)c(C(=O)c2c(C)cc3ccccn23)n1	-2.4	?	-13%	/	0	2%	-14%	-7	15%
NC1=NC(=O)/C(=C\c2cccs2)S1	-0.3	23%	-15%	-2	5	-3%	-6%	-13	-2%
COc1cc(/C=N/NC(=O)Nc2ccccc2)ccc1OC(C)=O	0.6	65%[activator]	-9%	-3	2	-1%	-8%	5	10%
O=C(c1cc2ccccn2n1)N1CCN(c2cccc(C(F)(F)F)c2)CC1	-3.0	-8%	-1%	/	-11	-7%	-5%	-23	1%
Cc1ccccc1C(=O)N1CCC[C@H]1C(=O)N1CCC[C@H]1C(=O)NCc1ccccn1	-1.2	19%	1%	0	7	0%	1%	16	19%
CCCN(CC(=O)Nc1ccccc1OC)C(=O)c1ccc(S(=O)(=O)Nc2ccccc2)cc1	-2.7	5%	-7%	5	-11	3%	-5%	-16	-5%
Cc1ccc(NC(=O)CSc2nnc(C)n2C2CC2)cc1S(=O)(=O)N1CCOCC1	0.7	17%	-1%	2	-8	5%	0%	27	-8%
Cc1nn(CC(=O)N2CCc3ccccc3C2)c(C)c1Cl	0.8	-24%	1%	6	-7	4%	-4%	-13	-3%
Cc1cc(Cl)ccc1C(=O)C1CCCN(C(=O)c2n[nH]c3c2CCCC3)C1 (centres undefined)	-1.0	?	-1%	4	4	-1%	-16%	21	-2%
Cc1cccc(C)c1NC(=O)CSc1nc(N2CCOCC2)nc(N2CCOCC2)n1	0.9	12%	-2%	1	0	-2%	-12%	10	-5%
CC(C)C(=O)Nc1cccc(-c2cn3ccsc3n2)c1	0.9	33%[activator]	-7%	-9	4	-2%	-16%	5	8%
CC(C)(C)C(=O)Cn1ncc(NC2CC2)c(Br)c1=O	-3.1	25%	-6%[57.1 µM]	3	-1	-2%	-1%	-2	3%
CCOC(=O)c1cccc(P(C)(C)=O)c1	0.1	9%	0%	1	1	-6%	4%	9	-6%

Individual results from the results shown:
CCOC(=O)c1cccc(P(C)(C)=O)c1 | PI5P4Ka inh: 1
O=C(c1cc2ccccn2n1)N1CCN(c2cccc(C(F)(F)F)c2)CC1 | DRD3 agonist: -11

6 compounds out of the list, sorted by molecular weight, largest number first:
SMILES	IL-2 act	GLP-1R inv ag	WRN helicase inh	PI5P4Ka inh	DRD3 agonist	PLK1 PBD block	HEK293 tox	D3 antag	GLP1R ag
CCCN(CC(=O)Nc1ccccc1OC)C(=O)c1ccc(S(=O)(=O)Nc2ccccc2)cc1	-2.7	5%	-7%	5	-11	3%	-5%	-16	-5%
Cc1cccc(C)c1NC(=O)CSc1nc(N2CCOCC2)nc(N2CCOCC2)n1	0.9	12%	-2%	1	0	-2%	-12%	10	-5%
CC(C)(C)C(=O)Cn1ncc(NC2CC2)c(Br)c1=O	-3.1	25%	-6%[57.1 µM]	3	-1	-2%	-1%	-2	3%
Cc1nn(CC(=O)N2CCc3ccccc3C2)c(C)c1Cl	0.8	-24%	1%	6	-7	4%	-4%	-13	-3%
CC(C)C(=O)Nc1cccc(-c2cn3ccsc3n2)c1	0.9	33%[activator]	-7%	-9	4	-2%	-16%	5	8%
CCOC(=O)c1cccc(P(C)(C)=O)c1	0.1	9%	0%	1	1	-6%	4%	9	-6%

(listing goes on)
SMILES	IL-2 act	GLP-1R inv ag	WRN helicase inh	PI5P4Ka inh	DRD3 agonist	PLK1 PBD block	HEK293 tox	D3 antag	GLP1R ag
CCOc1ccc(N=Nc2ccc(O)c3ncccc23)cc1	0.9	-9%	12%	0	-3	-4%	-8%	-58*	1%
COC(=O)c1[nH]c2ccc(F)cc2c1NC(=O)CCN1CCN(Cc2ccc3c(c2)OCO3)CC1	-0.3	-11%	8%	16	-3	0%	-14%	-2	3%
O=C(O)C1CC=C(Cl)CC1C(=O)NC1CCCCC1 (centres undefined)	-4.3	0%	2%	5	-4	2%	-18%	29	-3%
COc1cc(/C=C2\OC(=O)c3c(OC)cccc32)ccc1O	0.5	146%[activator]	-27%	-5	7	-4%	135%[activator]	10	?
CC1(Cc2ccc(OC(F)(F)F)cc2)C(=O)Nc2c(Cl)ccc(Cl)c21 (centres undefined)	-0.5	?	-7%	-1	0	4%	-12%	0	-8%
CN(C)C(N)=NCCC[C@H](N)C(=O)O	0.1	1%	-9%	3	7	-7%	2%	-7	-3%
CC(C)(C)NC(=O)CCc1nnc(Cc2c[nH]c3ccccc23)o1	0.5	1%	-1%	8	-6	-6%	4%	3	-4%
CC(C)c1ccc(-c2nnc(N)s2)cc1	-6.8	-2%	-40%	3	-10	?	-2%	-8	0%
Cc1ccc(C(=O)CCS(=O)(=O)c2ccc(Cl)cc2)cc1	-3.1	21%	-5%	5	-8	?	-2%	?	2%
O=C(Cc1ccccc1)NC(c1ccco1)c1c(O)ccc2ccccc12 (centres undefined)	0.1	?	-15%	-5	8	-4%	11%	9	0%
CCOC(=O)c1[nH]c2ccccc2c1NC(=O)CCN1CCN(C(=O)OCC)CC1	0.3	-25%	-2%	-2	2	-1%	18%	?	11%
COc1ccccc1C(=O)Nc1ccc(-c2nnc(SCC(=O)O)n2C)cc1	-0.2	0%	-19%	-15	-15	-13%	-14%	-12	1%
COc1ccc(C(O)c2nc(-c3cccc(F)c3)cs2)cc1 (centres undefined)	-0.9	?	1%	16	7	-3%	-6%	14	2%
COC(=O)Nc1nnc(/C=C/c2ccc(OC)cc2)s1	-0.8	16%	-11%	-18	1	-2%	29%	17	5%
CCN(CC(=O)Nc1c(F)cccc1F)C(=O)CCNC(=O)c1ccc([N+](=O)[O-])cc1	0.0	-7%	-4%	-4	4	1%	-3%	11	9%
COc1ccc(C(=O)OCC(=O)Nc2cc(C)on2)c(OC)c1OC	1.1	2%	-3%	-4	-9	-19%	10%	-15	8%
COc1ccc(CCNC(=S)NC(=O)c2c(-c3ccccc3Cl)noc2C)cc1OC	-0.2	?	-8%	1	10	-4%	6%	19	?
CCCNc1c(NS(=O)(=O)c2c(F)c(F)c(F)c(F)c2F)c(=O)oc2ccccc12	0.4	-3%	1%	0	6	-12%	-5%	8	-2%
CCOc1ccccc1-n1c(SCC(N)=O)nnc1-c1ccccc1	-3.4	-1%	9%	/	-17	-9%	-19%	10	-4%
COc1cc(Cl)c(C)cc1NC(=O)CNC(C)c1ccccc1OC (centres undefined)	-6.4	?	-6%	2	-17	-10%	8%	-12	15%

Screening data deposited in PubChem BioAssay by National Center for Advancing Translational Sciences (NCATS).
